EBNA-1 inh: EBNA-1 DNA-binding inhibitors, primary screen, biochemical, fluorescence polarization | inhibition, % at 14.8 µM | 300,000 compounds, 0.34% hits | AID 1950, 2009; in the data active means inhibition above about 28%
PAFAH1B3 FP inh: PAFAH1B3 enzyme inhibitors, primary screen, biochemical, fluorescence polarization, human; recombinant PAFAH1B3, FP-rhodamine probe; AID 492972, 2010; inhibition, % at 3.39 µM; Platelet-activating factor acetylhydrolase IB subunit alpha1 (Homo sapiens), Q15102; 340,000 compounds, 0.28% hits;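 active means inhibition above the screen-wide average of all tested compounds plus 3 SD, cut at about 25% in these data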;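 further: 0% = enzyme with DMSO only and 100% = wells lacking PAFAH1B3 protein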
Target sequence (Q15102 whole entry, looked up): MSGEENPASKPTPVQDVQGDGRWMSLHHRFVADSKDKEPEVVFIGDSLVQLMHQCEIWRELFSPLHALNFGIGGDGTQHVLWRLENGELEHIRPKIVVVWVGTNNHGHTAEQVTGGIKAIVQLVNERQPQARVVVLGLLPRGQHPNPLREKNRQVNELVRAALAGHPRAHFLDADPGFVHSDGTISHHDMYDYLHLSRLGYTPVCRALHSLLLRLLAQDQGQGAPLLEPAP
LYPLA2 counter: LYPLA2 inhibitors, primary screen, counter-screen for PME1 inhibitor project, biochemical, fluorescence polarization, FP-Rh probe ABPP; Acyl-protein thioesterase 2 (Homo sapiens), O95372; recombinant LYPLA2; inhibition, % at 5.9 µM; 320,000 compounds, 0.38% hits; AID 2177, 2009;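 active means inhibition above the screen-wide mean plus 3 SD, limit set per campaign, cut at about 26% in these data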;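 further: 0% = LYPLA2 with DMSO and 100% = wells lacking LYPLA2 enzyme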
Target sequence (O95372 whole entry, looked up): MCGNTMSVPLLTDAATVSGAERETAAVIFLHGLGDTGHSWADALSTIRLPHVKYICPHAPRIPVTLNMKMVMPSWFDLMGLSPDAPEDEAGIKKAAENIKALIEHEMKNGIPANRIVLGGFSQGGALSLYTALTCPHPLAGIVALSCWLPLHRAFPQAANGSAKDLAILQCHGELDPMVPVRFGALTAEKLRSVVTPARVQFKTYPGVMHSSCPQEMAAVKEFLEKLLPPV
GSTO1 inh: inhibitors of recombinant GSTO1, primary screen, counter-screen for RBBP9 inhibitor project, biochemical, fluorescence polarization. inhibition, % at 5.96 µM. activity-based probe fluorescence polarization. 300,000 compounds, 1.1% hits. Glutathione S-transferase omega-1 (Homo sapiens), P78417;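 active means inhibition above the campaign mean inhibition plus 3 SD, cut at about 35% in these data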;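 further: 0% = GSTO1-1 with DMSO and 100% = wells lacking GSTO1-1 enzyme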
Target sequence (P78417 whole entry, looked up): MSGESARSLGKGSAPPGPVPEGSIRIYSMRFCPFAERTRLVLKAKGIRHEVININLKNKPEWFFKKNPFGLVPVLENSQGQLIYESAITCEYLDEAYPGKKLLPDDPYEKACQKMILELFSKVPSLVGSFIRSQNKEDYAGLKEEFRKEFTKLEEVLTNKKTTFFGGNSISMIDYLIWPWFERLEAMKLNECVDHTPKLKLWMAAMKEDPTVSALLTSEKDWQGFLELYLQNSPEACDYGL
PAFAH2 FP inh: PAFAH2 enzyme inhibitors, primary screen, biochemical, fluorescence polarization, human. Platelet-activating factor acetylhydrolase 2, cytoplasmic (Homo sapiens), Q99487. recombinant PAFAH2, FP-rhodamine activity probe. inhibition, % at 3.39 µM. 340,000 compounds, 0.99% hits;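 active means inhibition above the mean over all tested compounds plus 3 SD, cut at about 30% in these data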;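 further: inhibitors block probe labeling of enzyme so polarization drops; 0% = enzyme with DMSO and 100% = wells lacking PAFAH2 protein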
LYPLA1 inh: LYPLA1 inhibitors, primary screen, counter-screen for PME1 inhibitor project, biochemical, fluorescence polarization, FP-Rh probe ABPP. AID 2174, 2009. Acyl-protein thioesterase 1 (Homo sapiens), O75608. recombinant LYPLA1. 320,000 compounds, 0.16% hits. inhibition, % at 5.9 µM;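 active means inhibition above the mean of all tested compounds plus 3 SD, set per campaign, cut at about 14% in these data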;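 further: inhibitors block serine hydrolase probe labeling of LYPLA1 so polarization falls; 0% = enzyme with DMSO and 100% = wells lacking LYPLA1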
Target sequence (O75608 whole entry, looked up): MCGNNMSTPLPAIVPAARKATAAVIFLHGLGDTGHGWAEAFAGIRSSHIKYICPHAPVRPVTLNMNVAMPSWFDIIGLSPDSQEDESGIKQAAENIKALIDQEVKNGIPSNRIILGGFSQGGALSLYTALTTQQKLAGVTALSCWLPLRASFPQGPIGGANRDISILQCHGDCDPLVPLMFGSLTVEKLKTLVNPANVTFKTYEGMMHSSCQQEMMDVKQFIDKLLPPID
PREPL inhibitor: PREPL enzyme inhibitors, primary screen, biochemical, fluorescence polarization. Prolyl endopeptidase-like (Homo sapiens), Q4J6C6. recombinant PREPL, fluorescence polarization activity-based probe. inhibition, % at 5.96 µM. 320,000 compounds, 0.68% hits. AID 2751, 2010; in the data active means inhibition above about 43%;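 further: 0% = enzyme with DMSO and 100% = wells lacking enzyme; many of its hits are not listed in these tables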
PAD4 inh: human PAD4 inhibitors, primary screen, biochemical, fluorescence polarization, 1536-well format | Protein-arginine deiminase type-4 (Homo sapiens), Q9UM07 | recombinant PAD4, RCA probe fluorescence polarization | inhibition, % at 6.36 µM | 330,000 compounds, 0.41% hits | AID 485272, 2010;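 active means percent inhibition above a cutoff equal to the mean of all tested compounds plus 3 SD, cut at about 15% in these data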;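 further: 0% = PAD4 with RCA probe and DMSO and 100% = probe without PAD4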
ZTA DNA inh: counter-screen for EBNA-1 inhibitors: inhibitors of Epstein-Barr virus ZTA. P03206. inhibition, % at 11 µM. 320,000 compounds, 0.15% hits. ZTA-DNA binding, fluorescence polarization; in the data active means inhibition above about 33%
* marks the source's active call; other numbers are inactive results; x = no result given. This is a subset, so the mix of outcomes need not match the whole.

SMILES	EBNA-1 inh	PAFAH1B3 FP inh	LYPLA2 counter	GSTO1 inh	PAFAH2 FP inh	LYPLA1 inh	PREPL inhibitor	PAD4 inh	ZTA DNA inh
NC(=O)C1CCN(C(=O)C2CCC(=O)N(CC3CCCCC3)C2)CC1 (stereo not drawn)	-1	11	1	2	5	3	1	2	8
Cc1c(C(=O)OC(C)C)[nH]c2c1C(=O)CCC2	6	14	1	-4	6	-1	4	2	6
Cc1ccc(S(=O)(=O)N2CCN(C(=O)C3Cc4ccccc4CN3C(=O)c3ccco3)CC2)cc1 (stereo not drawn)	8	0	-2	3	5	3	10	-1	-7
O=C(COc1ccc([N+](=O)[O-])cc1)Nc1ccc2c(c1)CCC2	x	4	7	x	7	-1	17	-4	-14
CCO[C@@H]1OC(C(=O)NCc2ccccc2)=C[C@H](C)[C@H]1CCCO	-5	3	-1	-1	-2	4	13	-3	-14
COc1cccc(NC(=O)COC(=O)COc2cccc3c2OC(C)(C)C3)c1	4	7	-2	1	-3	0	5	4	0
CCN(CC)c1cc(NCCO)c([N+](=O)[O-])c2nonc12	-1	4	2	3	-7	1	-1	-2	-17
O=C(COc1ccc(-c2nnco2)cc1)Nc1ccc(C(F)(F)F)cc1	5	2	-7	-3	4	-3	-27	0	-6
CC(=O)c1ccc(N2CCN(c3ccc(S(=O)(=O)NCCCN(C)C)cc3[N+](=O)[O-])CC2)cc1	-7	8	26*	-1	1	10	21	-3	-14
CC(C)OP(=O)(OC(C)C)C(Nc1ccc(C(=O)O)cc1)c1ccccc1 (stereo not drawn)	-9	5	1	-2	2	3	-2	-4	1
COc1ccc(OC)c(NC(=O)Cn2cc(C=O)c3ccccc32)c1	-8	9	1	4	3	3	0	2	-16
O=S(=O)(Nc1ccc(N2CCOCC2)cc1)c1cc(Cl)ccc1Cl	-1	-5	1	2	1	1	6	-4	8
CCOC(=O)C1CCN(S(=O)(=O)CCNC(=O)c2cccc(OC)c2)CC1	-6	7	4	6	6	0	16	4	-8
O=C(COC(=O)c1ccccc1Br)NCCN1C(=O)CSC1=O	-16	9	0	-3	-2	3	15	-10	6
Nc1nonc1C(=Nc1ccccc1)NO	-3	3	4	2	7	0	3	-2	-15
CCOc1cccc(C(=O)N(Cc2cccc(F)c2)C2CCS(=O)(=O)C2)c1 (stereo not drawn)	9	8	5	-3	-3	0	-1	-3	10
COc1ccc(NC(=O)c2ccc(COc3ccccc3)o2)cc1	-7	0	6	-1	2	-4	12	-1	15
COc1ccccc1NC(=O)NC1(C(=O)N2CCCCC2)CCCCC1	4	5	-2	0	0	1	4	1	-5
COc1ccc(C(=O)NCCS(=O)(=O)NC(C)c2ccccc2)cc1 (stereo not drawn)	0	7	2	6	-6	0	0	-2	4
Cc1ccc(OCCCC(=O)NNC(=O)c2ccncc2)cc1	5	0	2	11	-3	-2	-8	-4	4
O=C(CSCc1ccccc1)N/N=C/c1ccc(OCC(=O)N2CCCCC2)cc1	-10	-2	-1	-2	14	-2	-20	-5	3
O=C(NCc1cccs1)C12CC3CC(CC(C3)C1)C2	-4	10	2	1	8	2	16	-3	-14
O=C(NCC1COc2ccccc2O1)C1CCCN(S(=O)(=O)c2cccc3cccnc23)C1 (stereo not drawn)	0	18	1	1	-1	-2	-26	1	8
O=C1C(=O)N(CNc2ccccn2)c2ccccc21	11	4	-9	4	9	-4	4	-4	-6
CC(C)C(=O)c1cc2c(cc1NC(=O)Nc1cccc3ccccc13)OCCO2	-6	x	5	3	x	1	-3	1	12
CCn1c(SCC(=O)NC)nnc1C(C)C	9	0	0	7	-4	5	5	-1	3
O=C(OCc1nc2ccccc2[nH]1)C12CC3CC(CC(C3)C1)C2	2	-7	-2	1	57*	-1	-5	-2	-3
CCOc1ccc(C(=O)NC(=S)Nc2ccc(NC(=O)CC)cc2)cc1[N+](=O)[O-]	4	9	28*	3	-9	-2	5	0	8
Cc1nn(CC(=O)c2ccc(Cl)s2)c(C)c1[N+](=O)[O-]	5	-13	-6	-7	-9	-5	-4	-9	19
CC(C)(C)C1CCC(C(=O)Nc2ccccc2N2CCOCC2)CC1 (stereo not drawn)	x	3	9	x	5	6	18	8	-33
N#CC(C(=O)Nc1ccc(Cl)cc1)=C1Nc2ccccc2N1	25	1	4	10	14	-1	17	-2	-6
COCCn1nnnc1C(c1ccccc1)N1CCN(c2ccccc2)CC1 (stereo not drawn)	8	7	-5	0	2	-1	4	-7	4
CNC(=O)CC(=O)Nc1ccccc1C(=O)O	-4	-1	-3	0	-6	-5	-6	4	0
N#CCC(=O)Nc1sc2c(c1C(N)=O)CCCC2	-7	3	-5	28	-4	-3	20	-1	13
CCCn1nnc(NC(=O)COc2ccc(C3CCCCC3)cc2)n1	5	-1	12	0	1	-4	-3	0	-1
CC(=O)c1ccc(N2CCN(C(=O)CCS(=O)(=O)c3ccc4c(c3)CCN4C(C)=O)CC2)cc1	8	9	8	-4	5	2	7	2	19
Clc1ccc(-c2nnc(CNC3CC3)o2)cc1	-6	1	5	3	1	1	-6	2	-22
Cc1nc(-c2ccc(S(=O)(=O)Nc3ccc(S(N)(=O)=O)cc3)cc2)co1	-4	7	4	-14	14	4	3	-4	0
Cc1cc(NC(=O)/C=C/c2cccc(Cl)c2)n(-c2nc3ccccc3[nH]2)n1	-4	3	-4	-5	-16	-7	7	2	-19
O=C(c1csc2c1CCCC2)N1CCCCC1	-19	-1	-3	-3	-5	-1	9	-4	-3
Cc1ccc(C(=O)NCC(=O)OCC(=O)c2ccc3c(c2)OCCO3)cc1C	-4	7	-5	-6	9	2	8	0	-13
CCOC(=O)C1(CCOC)CCN(C(=O)c2ccccc2-c2cccc(C)c2)CC1	2	13	4	6	6	2	27	-1	1
CCOC(=O)c1ccccc1NC(=O)Cn1cnc2c(nnn2-c2ccc(C)cc2)c1=O	5	0	2	3	-2	1	-11	2	0
CCc1ccc2nc3sc(C(=O)Nc4nnc(CC)s4)c(N)c3cc2c1	3	2	5	-30	6	-2	18	-8	-1
Cc1ccc(CC(NC(=O)c2ccccc2)C(=O)NCC(=O)O)cc1 (stereo not drawn)	2	4	1	0	-3	0	-9	4	10
CC(=O)Nc1ccc(S(=O)(=O)N2CCSC2c2ccco2)cc1 (stereo not drawn)	5	1	2	-8	9	-1	-17	1	-14
Cc1ccc(S(=O)(=O)/N=C(/Nc2ccccc2C)c2ccccc2)cc1	x	9	x	x	-2	x	-12	1	x
O=S(=O)(Nc1ccc(-c2ccc3nncn3n2)cc1)c1cc(F)ccc1F	-3	4	-5	-10	4	-5	-3	6	-9
Cc1cc(C)cc(-n2c(C)cc(/C=N\NC(=O)COc3cccc4cccnc34)c2C)c1	15	2	9	-1	-1	0	25	0	-21
Cc1cc(C)c2c3c(sc2n1)C(=O)N(C)CC(=O)N3	2	7	5	2	-4	-1	1	2	-4

Ordered by molecular weight (descending): part of the list above.
SMILES	EBNA-1 inh	PAFAH1B3 FP inh	LYPLA2 counter	GSTO1 inh	PAFAH2 FP inh	LYPLA1 inh	PREPL inhibitor	PAD4 inh	ZTA DNA inh
CC(=O)c1ccc(N2CCN(C(=O)CCS(=O)(=O)c3ccc4c(c3)CCN4C(C)=O)CC2)cc1	8	9	8	-4	5	2	7	2	19
CCOC(=O)c1ccccc1NC(=O)Cn1cnc2c(nnn2-c2ccc(C)cc2)c1=O	5	0	2	3	-2	1	-11	2	0
Cc1cc(C)cc(-n2c(C)cc(/C=N\NC(=O)COc3cccc4cccnc34)c2C)c1	15	2	9	-1	-1	0	25	0	-21
CCOC(=O)C1(CCOC)CCN(C(=O)c2ccccc2-c2cccc(C)c2)CC1	2	13	4	6	6	2	27	-1	1
Cc1nc(-c2ccc(S(=O)(=O)Nc3ccc(S(N)(=O)=O)cc3)cc2)co1	-4	7	4	-14	14	4	3	-4	0
O=S(=O)(Nc1ccc(-c2ccc3nncn3n2)cc1)c1cc(F)ccc1F	-3	4	-5	-10	4	-5	-3	6	-9
CCc1ccc2nc3sc(C(=O)Nc4nnc(CC)s4)c(N)c3cc2c1	3	2	5	-30	6	-2	18	-8	-1
Cc1ccc(C(=O)NCC(=O)OCC(=O)c2ccc3c(c2)OCCO3)cc1C	-4	7	-5	-6	9	2	8	0	-13
COCCn1nnnc1C(c1ccccc1)N1CCN(c2ccccc2)CC1 (stereo not drawn)	8	7	-5	0	2	-1	4	-7	4
CCCn1nnc(NC(=O)COc2ccc(C3CCCCC3)cc2)n1	5	-1	12	0	1	-4	-3	0	-1
Cc1ccc(CC(NC(=O)c2ccccc2)C(=O)NCC(=O)O)cc1 (stereo not drawn)	2	4	1	0	-3	0	-9	4	10
Cc1cc(C)c2c3c(sc2n1)C(=O)N(C)CC(=O)N3	2	7	5	2	-4	-1	1	2	-4
N#CCC(=O)Nc1sc2c(c1C(N)=O)CCCC2	-7	3	-5	28	-4	-3	20	-1	13
Clc1ccc(-c2nnc(CNC3CC3)o2)cc1	-6	1	5	3	1	1	-6	2	-22
O=C(c1csc2c1CCCC2)N1CCCCC1	-19	-1	-3	-3	-5	-1	9	-4	-3
CNC(=O)CC(=O)Nc1ccccc1C(=O)O	-4	-1	-3	0	-6	-5	-6	4	0

(continued)
SMILES	EBNA-1 inh	PAFAH1B3 FP inh	LYPLA2 counter	GSTO1 inh	PAFAH2 FP inh	LYPLA1 inh	PREPL inhibitor	PAD4 inh	ZTA DNA inh
Cc1nc2c(Cl)cc(Cl)cc2[nH]1	-8	1	2	7	0	2	2	-4	6
COc1ccc(N(C)C(=O)CCS(=O)(=O)c2cccc3nonc23)c(OC)c1	7	6	1	2	9	-3	8	-2	10
FC(F)(F)c1cccc(N2CCN(Cc3ccoc3)CC2)c1	2	7	10	0	-11	2	0	0	14
Cc1ccc(NC(=O)CN2CCC(C(N)=O)CC2)cc1[N+](=O)[O-]	0	6	-4	9	5	-1	3	2	3
CC1CCN(c2nc3c(c(=O)[nH]c(=O)n3C)n2CCCc2ccccc2)CC1	2	-2	5	7	3	-1	17	6	-20
O=C(CSc1ccc(-c2ccccc2)nn1)NCc1ccco1	-5	4	-3	-1	3	1	0	-2	4
O=C(CSc1nnc(NC2CCCCC2)s1)NC1CCS(=O)(=O)C1 (stereo not drawn)	-4	0	2	8	-2	-1	14	4	-4
Cn1cc(CN2CCC(C(O)CCc3ccccc3)CC2)c(-c2ccccc2F)n1 (stereo not drawn)	2	3	6	4	8	0	20	0	4
O=C(CN1CCN(S(=O)(=O)c2ccc(F)cc2)CC1)Nc1cc(C(F)(F)F)ccc1Cl	-13	2	-1	-5	2	-3	-42	-1	-4
CC(C)NC(=O)c1onc(CSc2ccc(Cl)cc2)c1C(=O)NC(C)C	2	5	0	6	2	0	-1	0	-9
CCC1CCCCN1Cc1nc(Cc2ccccc2Cl)no1 (stereo not drawn)	-1	1	1	7	-6	5	9	-1	-13
